KOR beta-arrestin-1 = KOR agonists, beta-arrestin recruitment, primary screen, cell-based, luminescence, uHTS (AID 1777). one-dose activation, % at 10 µM; EC50 in µM for titrated hits. Kappa-type opioid receptor (Homo sapiens). hit rate 0.02% among 280,000. KOR beta-arrestin recruitment, luminescence; higher % means a stronger effect; in the data active = activation above about 50%, passing the limit was not always enough; note: a part of the inactive calls stands beside numbers as strong as those of hits
NOD1 NF-kB reporter = NOD1 signaling inhibitors, primary screen, cell-based, luminescence, uHTS (AID 1578) | hit rate 1% among 290,000 | inhibition, % at 4 µM; hits with a dose series show EC50 in µM | NOD1-driven NF-kB luciferase reporter cells, luminescence; higher % means a stronger effect; in the data active = inhibition mostly above about 36%, no sharp cut-off; inactive = mostly below about 34%;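 note: HEK-293T reporter cells stimulated with the NOD1 agonist gamma-tri-DAP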
HEK293 NOD2/NF-kB = NOD2 signaling inhibitors, cell-based, luminescence, uHTS, HEK293 (AID 1566). HEK293 NOD2/NF-kB luciferase reporter, luminescence; higher % means a stronger effect. inhibition, % at 4 µM, or EC50 in µM where a hit was titrated. hit rate 0.63% among 290,000; note: many of its hits are not listed in these tables
NTR1 ag = agonists of NTR1, primary screen, imaging, U2OS cells, beta-arrestin-GFP, high content (AID 493036); Neurotensin receptor type 1 (Homo sapiens), P30989; NTR1-U2OS beta-arrestin-GFP spot imaging, agonist mode; activation, % at 20 µM; hit rate 0.17% among 330,000;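 active = activation at or above 40% of the spot to cytoplasm intensity ratio, with at least 20 cells analyzed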;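 note: 0% = DMSO without peptide and 100% = 100 nM NTR1 peptide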
Target sequence (P30989 whole entry, looked up): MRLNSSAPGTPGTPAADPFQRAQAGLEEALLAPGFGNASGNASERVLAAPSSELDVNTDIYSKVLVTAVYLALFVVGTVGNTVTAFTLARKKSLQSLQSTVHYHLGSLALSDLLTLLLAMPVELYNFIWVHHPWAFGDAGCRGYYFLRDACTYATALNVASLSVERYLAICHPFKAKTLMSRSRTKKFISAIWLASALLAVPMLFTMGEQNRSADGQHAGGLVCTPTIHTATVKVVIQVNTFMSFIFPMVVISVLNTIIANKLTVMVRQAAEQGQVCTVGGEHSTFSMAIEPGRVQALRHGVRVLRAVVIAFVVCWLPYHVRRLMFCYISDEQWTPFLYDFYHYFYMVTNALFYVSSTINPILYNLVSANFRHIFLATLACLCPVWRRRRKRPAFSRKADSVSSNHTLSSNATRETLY
GPR55 activation = GPR55 agonists via beta-arrestin recruitment, primary screen, imaging, U2OS cells, beta-arrestin-GFP redistribution (AID 1961); G-protein coupled receptor 55 (Homo sapiens); U2OS GPR55 beta-arrestin-GFP redistribution imaging; higher % means a stronger effect; activation, % at 10 µM; hits with a dose series show EC50 in µM; hit rate 0.048% among 290,000;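 active = activation above 40% with more than 50 cells counted in the well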;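 note: U2OS osteosarcoma cells stably expressing GPR55 and beta-arrestin-GFP; plate controls were DMSO negative control for no effect and LPI positive control for full effect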
TNAP activators = human TNAP enzyme activators, primary screen, biochemical, luminescent, no phosphate acceptor, uHTS (AID 1001). Alkaline phosphatase, tissue-nonspecific isozyme (Homo sapiens). purified TNAP, luminescent activation assay, no phosphate acceptor; higher activation fold means a stronger effect. one-dose activation fold at 20 µM; EC50 in µM for titrated hits. hit rate 0.03% among 200,000; in the data active = activation fold from about 3, or a potency from the dose series; inactive = the rest, 99 in 100 with activation fold below about 1.6; note: many of its hits are not listed in these tables
ER stress rescue = rescue of cells from ER stress-induced death, primary screen, 384-well, CSM14.1, thapsigargin, ATP luminescence (AID 1222). one-dose cellular ATP content (survival), % at 20 µM; EC50 in µM for titrated hits. 190,000 tested, under 10 active. CSM14.1 thapsigargin-induced death rescue, ATP luminescence; higher % means a stronger effect;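 active = EC50 below 50 µM in the dose-response confirmation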;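 note: death triggered by thapsigargin at about 15 µM added after 2 h compound pretreatment; cell ATP read after overnight thapsigargin exposure of roughly 18 to 22 hours; normalized against plate controls of thapsigargin alone and 5% DMSO vehicle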
KOR beta-arrestin-2 = KOR antagonists, beta-arrestin recruitment, cell-based, luminescence, uHTS (AID 1778) | Kappa-type opioid receptor (Homo sapiens) | KOR beta-arrestin recruitment, luminescence, antagonist mode; higher % means a stronger effect | hit rate 0.091% among 290,000 | inhibition, % at 10 µM, or IC50 in µM where a hit was titrated; note: strong numbers were not always called active
Yfh1-off respiration = enhancers of respiration in Yfh1-depleted yeast, dose response, Friedreich's ataxia, plus single-dose screen (AID 1465); S. cerevisiae Yfh1-off respiration, WST-1 reduction, 72 h; higher fold induction means a stronger effect; hit rate 0.074% among 220,000; one-dose fold induction at 50 µM; EC50 in µM for titrated hits;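 active = fold induction of absorbance versus untreated yeast above a set limit, then at least 30% activation at any dose in follow-up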;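 note: activators that raise dye reduction in frataxin-depleted yeast; strong numbers were not always called active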
NTR1 ag cell count 20 µM = further read-out of NTR1 ag, marked with its call; cell count; measured here: cell count, cytotoxicity flag
Numbers without * were called inactive; i = inactive; nt = not tested or not shown; [ ] = another dose, or the depositor's remark. Cut-off read from the data, not from the text of the source, unless noted: active = inhibition above about 50%; inactive = the rest.

Compound | KOR beta-arrestin-1 | NOD1 NF-kB reporter | HEK293 NOD2/NF-kB | NTR1 ag | NTR1 ag cell count 20 µM | GPR55 activation | TNAP activators | ER stress rescue | KOR beta-arrestin-2 | Yfh1-off respiration
COc1ccc(OC)c(NC(=S)NCc2cccnc2)c1 | 4.1% | -17% | 7% | -1.0 | 53 | -0.1% | 1.1 | -1.2% | -20% | i
Cc1cc(C(=O)NC(C)C2CC2)c(Cl)cc1Cl (configuration not stated) | -0.7% | -18% | 12% | -0.8 | 67 | 0.0% | nt | nt | -20%[20 µM] | nt
CCc1ccc(NC(=S)N2CCCC2)cc1 | -0.5% | -44% | -25% | -0.3 | 66 | -0.1% | nt | nt | -27% | nt
Cc1cc(C(C)(C)C)cc(C)c1C[n+]1ccc2ccccc2c1 | -5.4% | 4% | 52%* | 0.4 | 79 | -0.1% | nt | nt | -7% | nt
CCNc1c(NS(=O)(=O)c2ccc(F)c(Cl)c2)c(=O)oc2ccccc12 | 0.1% | -16% | 14% | -2.2 | 38 | -0.2% | nt | nt | -11% | nt
CC(=O)c1cc(C)ccc1OC(=O)c1ccco1 | -1.6% | -26% | 3% | 0.4 | 42 | 0.1% | 1.1 | -1.9% | -34% | i
CCC1CCCCN1CCCNC(=O)c1ccc(N2CCOCC2)c(NS(=O)(=O)c2ccc(OC)cc2)c1 (configuration not stated) | -4.5% | -22% | 10% | -0.3 | 40 | -0.2% | 1.2 | -1.3% | 8% | i
O=C1NC2(CCCCC2)C(=O)N1Cc1cccc(C(F)(F)F)c1 | -1.7% | -23% | 17% | 3.9 | 24 | 0.0% | 1.1 | -1.6% | -1% | i
CC(C)Cc1nc2oc3c(=O)[nH]cnc3c2c2c1CCC2 | -5.0% | -9% | 11% | 0.0 | 86 | -0.3% | 1.1 | -1.3% | -24% | i
COc1ccc(NS(=O)(=O)c2cccc3nonc23)c(OC)c1 | 1.8% | 7% | 4% | 2.9 | 79 | -0.2% | 1.1 | -1.9% | -6% | i
O=C(/C=C/c1ccc(Cl)cc1)NCCN1CCOCC1 | -3.9% | 33% | -10% | -1.6 | 94 | 0.2% | 0.9 | 1.4% | 14% | i
CCC(C)C(=O)Nc1nnc(SCC(=O)N2C(C)CCCC2C)s1 (configuration not stated) | 5.5% | -9% | 0% | -0.7 | 43 | -0.2% | nt | nt | -23% | nt
O=[N+]([O-])c1ccc2nc(NS(=O)(=O)c3ccc(F)cc3)sc2c1 | 0.1% | -48% | -14% | 0.4 | 59 | -0.2% | nt | nt | -9% | nt
COc1ccc(/C=c2/sc3nc(-c4ccccc4)c(-c4ccccc4)n3c2=O)cc1 | -1.7% | nt | nt | 4.0 | 62 | 0.2% | 0.9 | 1.3% | 11% | i
COc1ccccc1CNC(=S)NCc1ccc(F)cc1 | 2.4% | 24% | 8% | -0.4 | 60 | 0.3% | nt | nt | -4% | nt
C/C=C(/C)C(=O)O[C@@H]1[C@H](OC(C)=O)c2c(ccc3ccc(=O)oc23)OC1(C)C | -0.5% | -1% | 3% | 11 | 79 | 0.5% | 1.1 | -1.9% | 12% | i
O=C(O/N=C(/c1ccccc1)c1ccncc1)c1ccc(F)cc1 | -6.9% | -12% | 12% | 1.9 | 63 | -0.3% | 1.1 | -1.2% | 18% | i
Cc1nc(SCC(=O)Nc2ccc3c(c2)OCO3)c(C#N)c2c1CCCC2 | 5.0% | -46% | 0% | 1.8 | 55 | 0.0% | 1 | 0.5% | 12% | i
O=C(NCCOc1ccccc1Cl)C(=O)c1c[nH]c2ccccc12 | 3.5% | -57% | -4% | 5.3 | 55 | -0.5% | 1 | nt | -41% | i
Cc1cccc(NC(=O)N2CCCC(CNC(=O)c3ccccc3Cl)C2)c1C (configuration not stated) | -0.8% | -22% | -6% | 0.1 | 69 | 0.6% | nt | nt | -5% | nt
CCc1cccc(NC(=O)Cn2c(-c3ccccc3)cc(C(C)=O)c2C)c1 | 5.3% | 0% | 3% | 1.8 | 60 | 0.1% | 1.2 | 2.3% | 9% | i
Cn1c(=O)c2c(nc(NC(Cc3ccccc3)C(=O)O)n2Cc2ccccc2)n(C)c1=O (configuration not stated) | 2.6% | -16% | 4% | 1.6 | 65 | -0.1% | 1.1 | -1.0% | -16% | i
O=S(=O)(Nc1cccc(-c2cn3c(n2)SCC3)c1)c1ccccc1 | -1.6% | -18% | 5% | -0.1 | 51 | 0.0% | nt | nt | -13% | nt
CN1C2CCC1CC(NC(=O)c1ccc([N+](=O)[O-])cc1)C2 (configuration not stated) | -1.8% | -6% | 3% | -0.6 | 84 | 1.1% | nt | nt | 15% | nt
O=C(CC(c1ccccc1)c1ccccc1O)NCCN1CCOCC1 (configuration not stated) | 18% | 1% | 15% | -1.6 | 76 | -0.1% | 1.2 | -3.5% | 4% | i
COc1ccc(C(=O)/C=C/c2ccc(N(C)C)cc2)c(OC)c1 | -0.7% | -5% | -32% | -1.5 | 65 | 0.0% | nt | nt | 7% | i
CN(c1ccccc1C(=O)Nc1ccc(S(=O)(=O)N2CCOCC2)cc1)S(=O)(=O)c1ccccc1 | 3.7% | 3% | 12% | 1.7 | 37 | 0.1% | 1.1 | 2.0% | 16% | i
O=C(NNC(=S)NC(=O)c1ccccc1[N+](=O)[O-])c1ccccc1O | -3.9% | -30% | 0% | 0.2 | 45 | 0.2% | 2.3 | -2.0% | -9% | i
Cc1cc(C)c2c(N)c(C(=O)NNC(=O)c3ccccc3)sc2n1 | -4.8% | -48% | -37% | 1.0 | 46 | -0.1% | 1.2 | -1.3% | 5%[20 µM] | i
NS(=O)(=O)c1ccc(CNC(=O)/C=C/c2c(Cl)cccc2Cl)cc1 | -2.2% | 1% | 0% | -2.0 | 54 | 0.0% | 1.1 | -1.7% | -17% | nt
CCN1CCN(c2c(Cl)cccc2NC(=O)c2cccs2)CC1 | -5.3% | -26% | 3% | -1.2 | 71 | 0.0% | nt | nt | 39% | nt
Cc1ccc(C(=O)N/N=C\c2cccn2C)cn1 | 0.6% | 3% | 5% | -0.6 | 70 | 0.3% | 1.1 | -2.3% | -23% | i
Cc1cccc(-n2cc(CN3CCCN(C=O)CC3)c(-c3cccc(F)c3)n2)c1 | -0.9% | -4% | -12% | 1.8 | 67 | 0.2% | 1.1 | -0.4% | 0% | i
CC(NC(=O)COC(=O)c1ccc(Cl)cc1O)c1ccc(F)cc1 (configuration not stated) | 8.5% | 16% | 2% | -0.3 | 70 | 0.1% | 1 | -1.0% | -31% | i
COCCCNC(=S)NC(=O)c1ccc(C)cc1 | 8.7% | -55% | -41% | -0.7 | 42 | 0.1% | 1 | -0.4% | 16% | i
COc1ccc(C(=O)Oc2cc(C)c(CN3CCOCC3)cc2C)cc1OC | -3.9% | 33% | 10% | 2.7 | 57 | 1.3% | nt | nt | -24%[20 µM] | nt
COc1cc(C=Nc2c(C)cc(C)cc2C)ccc1OC(C)=O | -1.4% | 25% | 20% | -0.6 | 60 | -0.2% | 1.1 | 0.6% | -4% | i
COc1cc([N+](=O)[O-])ccc1NC(=O)Nc1cccnc1 | 0.5% | -20% | -15% | 0.2 | 58 | -0.1% | nt | nt | 7% | nt
CCc1ccc(OCC(=O)Nc2nnc(-c3ccco3)s2)cc1 | 8.6% | 14% | 4% | 0.2 | 62 | -0.1% | nt | nt | -88% | nt
O=C(CCc1nc2ccccc2c(=O)[nH]1)NC1CCN(Cc2ccccc2)CC1 | -0.8% | 2% | 2% | -1.2 | 71 | 0.3% | 1 | 0.9% | -16% | i

Record cards (already shown). Values in the order: KOR beta-arrestin-1	NOD1 NF-kB reporter	HEK293 NOD2/NF-kB	NTR1 ag	NTR1 ag cell count 20 µM	GPR55 activation	TNAP activators	ER stress rescue	KOR beta-arrestin-2	Yfh1-off respiration
`CCN1CCN(c2c(Cl)cccc2NC(=O)c2cccs2)CC1` as listed: -5.3%	-26%	3%	-1.2	71	0.0%	nt	nt	39%	nt
`CCc1ccc(OCC(=O)Nc2nnc(-c3ccco3)s2)cc1` as listed: 8.6%	14%	4%	0.2	62	-0.1%	nt	nt	-88%	nt
`COCCCNC(=S)NC(=O)c1ccc(C)cc1` as listed: 8.7%	-55%	-41%	-0.7	42	0.1%	1	-0.4%	16%	i

Next part.
Compound | KOR beta-arrestin-1 | NOD1 NF-kB reporter | HEK293 NOD2/NF-kB | NTR1 ag | NTR1 ag cell count 20 µM | GPR55 activation | TNAP activators | ER stress rescue | KOR beta-arrestin-2 | Yfh1-off respiration
CC1Cc2ccccc2N1C(=O)CSc1nncn1C (configuration not stated) | 1.1% | -9% | 13% | 0.3 | 92 | 0.2% | 1 | -0.2% | -9% | i
CC(=O)C1=C(O)C(=O)N(c2ccc(O)cc2)C1c1ccccc1Cl (configuration not stated) | -0.1% | -11% | 2% | 0.1 | 62 | -0.2% | nt | nt | 10% | nt
O=C(O)CC1=C(c2ccc(F)cc2)CCC1=O | 1.6% | -20% | 15% | 1.8 | 54 | 0.4% | 1.2 | -2.1% | 16% | i
CCN(CC)CCOC(=O)c1ccc(NC(=O)CCCN2C(=O)/C(=C/c3cccs3)SC2=S)cc1 | 5.3% | -8% | 21% | 3.4 | 46 | -0.1% | nt | nt | -22% | nt
Cc1ccc(F)cc1NC(=O)Nc1cc(C(C)(C)C)nn1C | -5.2% | 2% | 27% | -0.1 | 48 | -0.2% | nt | nt | 6% | i
COc1cc2nc(SCC(N)=O)n(CCC3=CCCCC3)c(=O)c2cc1OC | -1.9% | -17% | 26% | 6.8 | 59 | 0.3% | 1.1 | -0.3% | -4% | i
O=C(COC(=O)/C=C/c1ccc2c(c1)OCO2)NC1CCS(=O)(=O)C1 (configuration not stated) | -2.7% | 11% | 21% | 2.0 | 74 | 0.3% | nt | nt | 17% | i
CCC1Oc2ccccc2N(CC(=O)NCCN2CCc3ccccc3C2)C1=O (configuration not stated) | 2.9% | -5% | 2% | 0.3 | 48 | 0.0% | 1.1 | -0.4% | 4% | i
COC(=O)c1ccccc1NC(=O)C1CC(=O)N(c2ccc(OC)cc2)C1 (configuration not stated) | -3.8% | -21% | 0% | 1.0 | 63 | 0.2% | 1.1 | -1.7% | -30% | i
CCOC(=O)C1CCN(c2ncnc3cc(OC)c(OC)cc23)CC1 | 2.7% | -5% | 12% | 1.0 | 43 | 0.2% | nt | nt | 0% | i
O=C(N/N=C/c1cccc(Br)c1)C1CC(=O)N(c2ccccc2)C1 (configuration not stated) | 0.1% | -11% | 20% | 0.9 | 45 | -0.1% | nt | nt | 43% | nt

The list is partial. The share of hits here may be higher or lower than overall.
